OX1R antag-1 – OX1R (HCRTR1) antagonists, primary screen, fluorescence, CHO/OX1R cells, Fluo-8 calcium, orexin A; Orexin/Hypocretin receptor type 1 (Homo sapiens), O43613; Fluo-8 calcium fluorescence; inhibition, % at 5 µM; 0.43% of 330,000 active; AID 434989, 2010;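 active means inhibition above its plate's threshold, mean inhibition of all tested compounds on the plate plus 3 SD, cut at about 37% in these data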;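 further: 0% = orexin A challenge wells and 100% = SB-334867-A antagonist wells; not every result past the cut was called active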
Target sequence (O43613 whole entry, looked up): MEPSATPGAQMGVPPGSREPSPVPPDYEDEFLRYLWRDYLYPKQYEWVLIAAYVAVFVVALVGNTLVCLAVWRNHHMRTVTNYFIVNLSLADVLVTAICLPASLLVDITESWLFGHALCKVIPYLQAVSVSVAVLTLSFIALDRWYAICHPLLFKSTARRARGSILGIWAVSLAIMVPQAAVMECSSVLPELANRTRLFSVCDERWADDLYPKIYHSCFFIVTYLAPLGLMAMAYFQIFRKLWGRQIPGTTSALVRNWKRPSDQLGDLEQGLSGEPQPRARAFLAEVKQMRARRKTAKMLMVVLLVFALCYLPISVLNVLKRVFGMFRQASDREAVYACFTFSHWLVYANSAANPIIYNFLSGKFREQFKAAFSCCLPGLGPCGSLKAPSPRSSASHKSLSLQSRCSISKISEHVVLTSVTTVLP
OX1R antag-2 – antagonists of human orexin 1 receptor (OX1R); 1.8% of 330,000 active; Orexin/Hypocretin receptor type 1 (Homo sapiens), O43613; AID 485270, 2010; inhibition, % at 6.6 µM; OX1R-expressing cells, FRET antagonist read-out; in the data active means inhibition mostly above about 38%, no sharp cut-off; inactive means mostly below about 40%;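 further: 0% = agonist challenge alone and 100% = reference antagonist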
* hit, by the source's call; & = joins results of further samples.

SMILES | OX1R antag-1 | OX1R antag-2
COc1ccccc1C(=O)NCC1(c2ccccc2)CCCC1 | -12 | 20
CCOC(=O)CSc1nc2sc3c(c2c(=O)n1-c1ccccc1)CCN(C(C)C)C3 | -8 | -5
CCCc1cc(=O)[nH]c(SCC(=O)Nc2cc(S(=O)(=O)N3CCOCC3)ccc2N(CC)CC)n1 | -31 | 2
O=C(c1cc2ccccc2s1)N1CCN(c2ccccn2)CC1 | -8 | 10
COc1ccc(NC(=O)CSc2ncnc3[nH]ncc23)cc1 | -5 | 19
Cc1nc(SCc2nc3ccccc3[nH]2)c2oc3cc(Br)ccc3c2n1 | 27 | 48*
Cc1ccccc1C(=O)Oc1ccc(Br)cc1C(=S)N1CCCC1 | 16 | 4
C=CCSc1nc(N)c(C#N)c(-c2ccccc2)c1C#N | 4 | 23
Cc1ccc(-n2c3nc(=O)[nH]c(=O)c-3cc3c(C)nn(-c4ccccc4)c32)c(C)c1 | -7 | 29
O=C(Nc1nnc(-c2ccc(F)cc2)o1)c1cc(Cl)sc1Cl | -8 | 12
Cc1ccc(S(=O)(=O)n2ccc(OC(=O)c3cccs3)n2)cc1 | 6 | 7
CCOC(=O)C1=C(COC(=O)COc2cc(C)ccc2C)NC(=O)NC1C (stereo unspecified) | -20 | 2
Cc1cccc(N2CCN(C3=NC(=O)C(=C4CCCCC4)S3)CC2)c1 | 9 | 18
CC(C)(C)c1ccc(OCCNC(=O)c2ncn[nH]2)cc1 | -14 | 26
COC(=O)c1c(NC(=O)Cc2ccccc2)sc2c1CC(C)(C)NC2(C)C | -21 | 17
CCOC(=O)Nc1ccc2c(c1)Nc1ccccc1S2 | -7 | 17
CCn1cc(C(=O)NC2CCC(C)CC2)c(=O)c2cc(S(=O)(=O)N3CCCCC3)ccc21 (stereo unspecified) | -31 | 20
Cc1c(NC(=S)Nc2cccc(Cl)c2)c(=O)n(-c2ccccc2)n1C | -24 | 22
Cc1cccc(-n2nc(C(=O)Nc3ccccc3)n3c(=O)cc(-c4ccccc4)nc23)c1 | -9 | -2
CCSC1=C(C#N)C2(CCCCC2)C(C#N)C(=O)N1 (stereo unspecified) | -15 | 20
CC(=O)Nc1ccccc1C(=O)C(=O)Nc1ccc(Cl)cc1 | -4 | 12
CCCCNC(=O)C1CCN(Cc2ccccn2)CC1 | -17 | 0
CNS(=O)(=O)c1cccc(C(=O)OCC(=O)NC2CCCC(C)C2C)c1 (stereo unspecified) | -7 | 1
CCc1nc(Nc2ccc(OC)cc2OC)c2oc3ccccc3c2n1 | -51 | 14
COc1ccc2cc3c(N)nn(C(=O)c4ccc(F)cc4)c3nc2c1 | -18 | 26
Cc1nonc1OCCNC(=O)C12CC3CC(CC(C3)C1)C2 | -23 | 15
CNC(=S)SCCOc1ccc(C)cc1 | -5 | 11
COc1ccc(OC)c2[nH]c(=O)c(CCNC(=O)c3ccc(S(=O)(=O)N4CCCCC4)cc3)cc12 | -29 | 8
COc1nc(N)c(C#N)c(-c2ccc(N(C)CCC#N)cc2)c1C#N | 9 | 12
Cc1nc(C(=O)O)nn1-c1ccc([N+](=O)[O-])cc1 | 7 | 46*
CN(Cc1ccc(F)cc1)C(=O)c1cccc(S(=O)(=O)N2CCN(Cc3ccccc3)CC2)c1 | -13 | 18
CCCn1c(SCC(=O)N2c3ccccc3CCc3ccccc32)nc2c1c(=O)n(C)c(=O)n2C | -29 | 3
COc1ccccc1-c1nc2s/c(=C\c3cccs3)c(=O)n2n1 | -5 | -1
Cc1cccc(C2N=C(N)Nc3nc4ccccc4n32)c1 (stereo unspecified) | -18 | 2
Cc1ccc(C2C3C(=O)N(c4ccc(C)cc4)C(=O)C3N3CCCN23)cc1 (stereo unspecified) | -26 | 2
Oc1ccc2nc(Cc3ccccc3)[nH]c2c1 | -17 | 17
COCCN(Cc1cc2cc(C)c(C)cc2nc1Cl)C(=O)Nc1ccccc1 | -20 | 0
CCc1cc(C(=O)N(CC(C)C)c2c(N)n(Cc3ccccc3)c(=O)[nH]c2=O)sc1C | -35 | 15
N#C/C(=C\c1cccs1)Sc1nc2ccccc2s1 | -2 | 45
O=C(NCc1ccc(Cl)cc1)c1ccc(CNc2c(N3CCCC3)c(=O)c2=O)cc1 | 1 | 17
O=C(COC(=O)COc1ccccc1)NCc1ccccc1 | -2 | 11
Cc1ccc(N(C(=O)c2ccco2)C(C(=O)NC2CCCC2)c2ccco2)c(C)c1 (stereo unspecified) | -9 | 41
COc1ccc(-c2csc3nc(-c4cccnc4)nc(N4CCC(C(N)=O)CC4)c23)cc1OC | -9 | 11
CCOc1ccc(N2CC(C(=O)Nc3ccccc3N3CCOCC3)CC2=O)cc1 (stereo unspecified) | -14 | 12
Cc1ccc(S(=O)(=O)NCCN(CCNS(=O)(=O)c2ccc(C)cc2)S(C)(=O)=O)cc1 | -16 | 6

One compound at a time, from the list above:
O=C(COC(=O)COc1ccccc1)NCc1ccccc1 across the screens: OX1R antag-1 = -2; OX1R antag-2 = 11
CN(Cc1ccc(F)cc1)C(=O)c1cccc(S(=O)(=O)N2CCN(Cc3ccccc3)CC2)c1 across the screens: OX1R antag-1 = -13; OX1R antag-2 = 18

Continued.
SMILES | OX1R antag-1 | OX1R antag-2
COc1ccccc1C(=O)NCCC(=O)N1CCCC(C)C1 (stereo unspecified) | -4 | -6
CCOC(=O)C1(CC/C(C)=N\NC(N)=O)CC(C)OC1=O (stereo unspecified) | -9 | 17
COc1cccc(C(=O)Nc2ccc(C(=O)NCC(C)C)cc2)c1 | -12 | 14
COc1ccc([C@H]2CC(=O)C=C(c3cccc(C#N)c3)C2)cc1 | -21 | 13
C=C(C)Cc1c(C)c(C#N)c2nc3ccccc3n2c1N1CCCCC1 | -46 | 18
CN(CCc1nc2ccccc2[nH]1)Cc1nc(CC2CC2)no1 | -24 | 15
COc1ccc(N2CCN(CC(=O)c3c(C)n(C)c4ccc(OC)cc34)CC2)cc1 | -2 | 42
C=CCn1c(-c2ccc(Cl)cc2)cnc1SC(C)C(N)=O (stereo unspecified) | -22 | -2
CCC(=O)Nc1ccc(N2CCCCC2)cc1 | 7 | 14
CCOC(=O)CN(C(=O)CSc1nnc(CNc2ccc(F)cc2)o1)c1ccccc1 | -10 | 20
O=C(CCc1c[nH]c2ccccc12)N/N=C/c1ccc2c(c1)OCO2 | -9 | 12
COC(=O)c1cn(NC(=O)Cc2ccc(Cl)c(Cl)c2)c(=O)c2ccccc12 | -19 | 87*
CCOC(=O)Cn1cc(C(=O)C(C)(C)C)c2ccccc21 | -31 | -2
CS(=O)(=O)N(CC(=O)Nc1ccc(S(=O)(=O)N2CCCC2)cc1)c1ccccc1 | -9 | 10
COc1cc(C(=O)Nc2cc(-c3cn4cccnc4n3)ccc2C)cc(OC)c1OC | -11 | 10
CCOc1ccc(NC(=O)CC2SC(=O)N(c3ccccc3)C2=O)cc1 (stereo unspecified) | -23 | 1
CNc1ncc(C(=O)c2ccc(Cl)cc2)s1 | -7 | 13
O=C(O)c1ccccc1C(=O)OCCCc1ccncc1 | -4 | 15
COc1cccc(NC(=O)CSc2nnc(Cn3cnc([N+](=O)[O-])n3)n2C)c1 | 4 | 25
Cc1ccccc1NS(=O)(=O)c1cccc2nonc12 | 6 | 30
O=S1(=O)C=C(Oc2ccc(F)cc2)c2ccccc21 | -8 | 20
Cc1cccc(NC(=O)c2nc[nH]c2C(=O)N[C@@H](CC(C)C)C(=O)OC(C)(C)C)c1 | -38 | 16
C=CCc1cccc(C2Nc3ccccc3C(=O)N2O)c1O (stereo unspecified) | 0 | 35
CC(C)(C)c1ccc(/C=C/C(=O)Nc2cccnc2)cc1 | 4 | 4
O=C(Nc1ccc(N2CCN(C(=O)c3ccco3)CC2)cc1)c1ccc2c(c1)OCO2 | -20 | 7
CC(N=c1ccccn1C(=O)Nc1ccc(F)cc1)c1ccco1 (stereo unspecified) | -8 | -3
CCOC(=O)c1[nH]c(COC(=O)CCCOc2ccccc2)c(C(=O)OCC)c1C | -37 | 29
N/C(=N\O)c1ccccc1N1CCCCC1 | -41 | 2
CCc1nc(SCC(=O)Nc2ccnc3ccccc23)n[nH]1 | -2 | 4
CC1CCCC(NC(=O)COC(=O)CCC2CCCC2)C1C (stereo unspecified) | -2 | 5

Reprinted from the part before: 3 compounds; new compounds follow.
SMILES | OX1R antag-1 | OX1R antag-2
N/C(=N\O)c1ccccc1N1CCCCC1 | -41 | 2
CCc1nc(SCC(=O)Nc2ccnc3ccccc23)n[nH]1 | -2 | 4
CC1CCCC(NC(=O)COC(=O)CCC2CCCC2)C1C (stereo unspecified) | -2 | 5
Cc1cc(C(=O)CS(=O)(=O)c2ccc(F)cc2)cc(C)c1O | -22 | 18
COCC(=O)N1CCC(n2nccc2NC(=O)c2ccccc2OC)CC1 | -1 | 13
NS(=O)(=O)c1ccc(CCNC(=O)C2CCCCN2S(=O)(=O)c2ccccc2)cc1 (stereo unspecified) | -12 | 15
O=C(N/N=C/c1ccccc1)c1cccc2ccccc12 | -1 | 3
CC1(c2nnc(-c3ccc(F)cc3)o2)CC(c2ccccc2)=NO1 (stereo unspecified) | -9 | 25
CC(Nc1ccccc1N1CCCCC1)C(=O)N1CCc2ccccc21 (stereo unspecified) | -20 | 29
C[C@@H]1CC=C[C@H]2[C@H]1C(=O)N(Cc1ccccc1)[C@H]2c1ccc(/C=C/c2ccccc2)cc1F | -40 | 24
Cc1cc2[nH]c(=O)c(=O)[nH]c2cc1S(=O)(=O)N1CCN(c2cccc(C)c2C)CC1 | -10 | 8
O=C(Cc1ccc(F)cc1)NC(Cc1c[nH]c2ccccc12)C(=O)O (stereo unspecified) | -17 | 21
CCOc1ccc(-n2ccnc2SCC(=O)Nc2nnc(CC)s2)cc1 | 0 | 5
CNc1c(N)n(Cc2ccccc2)c(=O)[nH]c1=O | 3 | 8
C[C@H](NC(=O)C1CCN(C(=O)[C@H](Cc2ccccc2)NC(=O)OC(C)(C)C)CC1)C(=O)O | -14 | 2
CCn1c(SCc2ccc(Cl)cc2)nnc1-c1ccccc1 | -7 | 29
Cc1ccc(-c2nc(-c3ccccn3)no2)cc1[N+](=O)[O-] | -24 | 19
CCc1cc2c(=O)c(-c3cnn(-c4ccccc4)c3)c(C)oc2cc1OCC(=O)Nc1ccc(F)c(F)c1 | -8 | 14

An excerpt from above in order of molar mass, ascending.
SMILES | OX1R antag-1 | OX1R antag-2
Cc1cc(C(=O)CS(=O)(=O)c2ccc(F)cc2)cc(C)c1O | -22 | 18
O=C(Cc1ccc(F)cc1)NC(Cc1c[nH]c2ccccc12)C(=O)O (stereo unspecified) | -17 | 21
Cc1cc2[nH]c(=O)c(=O)[nH]c2cc1S(=O)(=O)N1CCN(c2cccc(C)c2C)CC1 | -10 | 8

Carrying on.
SMILES | OX1R antag-1 | OX1R antag-2
O=C(NCc1ccco1)c1ccccc1NC(=O)C1CC(=O)N(c2ccc(Cl)cc2)C1 (stereo unspecified) | -34 | 32
Nc1ccc(C(=O)O)c(O)c1 | 3&-4&10&13 | 20&8&6&16
Cc1nc(-n2ncc(C#N)c2N)c2c3c(sc2n1)CCC3 | -7 | 3
CSc1ncccc1C(=O)OCC(=O)NCCCc1ccccc1 | -20 | 11
CCCc1nnc(NC(=O)c2cccc(OC)c2)s1 | -1 | 2
CC(=O)NC1=NN(C(C)=O)C(C)(CS(=O)(=O)c2ccc3ccccc3c2)S1 (stereo unspecified) | -7 | 27
COc1ccc(-n2nc(C(=O)Nc3ccc4c(c3)OCO4)c3c4ccccc4n(C)c3c2=O)cc1 | -13 | 17
CC(C)Nc1nnc(SC(C)C(=O)Nc2ccc(N3CCOCC3)cc2)s1 (stereo unspecified) | -18 | 10
O=C(N/N=C/c1c(Cl)cccc1Cl)c1n[nH]c2c1CCCC2 | -20 | 6
COC(=O)c1cccc(-c2ccc(/C=N/N3C(=O)C4C5C=CC(C6CC56)C4C3=O)o2)c1 (stereo unspecified) | -13 | 25
Cc1cc(C)c(C)c(/C=C(/C#N)C(N)=S)c1C | -16 | 17
CC1(C)C(=O)OC(c2cccs2)C2(CCCCC2)C1=O (stereo unspecified) | -28 | 7
Cc1ccccc1NC(=S)N1CCCN(Cc2ccc(F)cc2)C1 | -28 | 11
C=Cc1ccc(CSc2cc(C)nc3nc(C)nn23)cc1 | -16 | 14
CC(=O)c1cccc(NC(=O)Nc2nc(C)cc(C)n2)c1 | 0 | 59*
Oc1cc(-c2ccncc2)cc2cccnc12 | 9 | 8
COc1ccc2c(c1)[nH]c1c(=O)n(CCN3CCOCC3)cnc12 | 3 | 6
N#Cc1ncc(Cl)c2ccccc12 | -11 | 16
C#CCOCCOCCOCCNc1nc(N2CCN(C(=O)[C@H](CCC(=O)O)n3cc(C(N)CC(C)C)nn3)CC2)nc(N2CCN(C(=O)[C@H](Cc3ccc(O)cc3)n3cc(C(N)[C@H](C)CC)nn3)CC2)n1 (stereo partly specified) | 3 | 12
COc1ccc(OC)c(N2C(=O)[C@@H]3C(c4ccccc4Cl)=NO[C@@H]3C2=O)c1 | -3 | 30
COc1cccc(C#Cc2c(CO)[nH]c3ccccc23)c1 | -5 | 9
COc1ccccc1NC(=O)CC1C(=O)NCCN1C(=O)Nc1ccccc1 (stereo unspecified) | -8 | 8
CCN1C(=C2C(=O)c3ccccc3C2=O)C=Cc2ccccc21 | -12 | 62*
CCOc1ccc(C(=O)Nc2cccc3nsnc23)cc1[N+](=O)[O-] | -21 | 12
O=C(NC(CC(=O)N1CCN(c2ccccc2O)CC1)c1ccccc1)c1ccccc1Cl (stereo unspecified) | -17 | 18
O=C1c2ccccc2C(Nc2ccc3c(c2)OCO3)N1Cc1ccc2c(c1)OCO2 (stereo unspecified) | -21 | 3
CCN(CC)C(=S)Nc1cc(C(=O)OC)ccc1C(=O)OC | -9 | 9
CN(C)/C=N/c1nc(-c2ccc3c(c2)OCO3)cs1 | 8 | 13

Screening results from PubChem BioAssay.
